EWS-Fli inh – EWS/Fli transcriptional activity inhibition; AID 651661; A673 NR0B1-luciferase reporter, viability-normalised; 350,000 tested, 0.67% active; inhibition, % at 12.6 µM;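 active means mean inhibition of at least 50% after viability correction, with every replicate also passing that limit; inconclusive means mean reaches 50% but only one of two replicates passes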;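 further: firefly luciferase signal divided by Alamar Blue viability fluorescence both relative to DMSO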
LGR2 antag – blocks bursicon-induced cAMP signaling via Drosophila LGR2; HEK293 LGR2, CRE-luciferase, bursicon-stimulated, 4 h; inhibition, % at 9.99 µM; 380,000 tested, 0.35% active; AID 720647;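 active means drop in luminescence signal, shown as inhibition above about 50% in the replicate tests, limit read from the data, passing the limit was not always enough; inconclusive means probably only some replicates passing the limit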;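 further: agonist challenge used bursicon conditioned medium at about half maximal strength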
SIRT5 block – blocks human SIRT5 desuccinylation of peptide; Q9NXA8; Purified SirT5, succinyl-peptide AMC, trypsin-coupled fluorescence; inhibition, % at 15 µM; 330,000 tested, 1.1% active; in the data active means inhibition above about 15%; inconclusive means no clear call, values can overlap the other calls
Target sequence (Q9NXA8 whole entry, looked up): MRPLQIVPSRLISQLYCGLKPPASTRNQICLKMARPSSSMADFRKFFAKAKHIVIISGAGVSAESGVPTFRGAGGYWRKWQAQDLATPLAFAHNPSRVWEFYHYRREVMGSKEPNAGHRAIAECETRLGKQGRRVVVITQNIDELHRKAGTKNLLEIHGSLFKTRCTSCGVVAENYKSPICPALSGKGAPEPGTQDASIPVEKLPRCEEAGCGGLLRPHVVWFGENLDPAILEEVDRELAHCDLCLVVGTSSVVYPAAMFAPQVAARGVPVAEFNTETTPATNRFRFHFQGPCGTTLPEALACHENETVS
ARNT-TACC3 inh – disrupts binding between human ARNT and TACC3; 390,000 tested, 0.66% active; AID 623870; AlphaScreen His-ARNT PAS-B/GST-TACC3 binding, luminescence; TACC3 fragment carries E629A point mutation; inhibition, % at 9.99 µM; Q9Y6A5;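 active means mean inhibition of replicates at least 50% and at least half of replicates each reaching 50%; inconclusive means half or more replicates reach 50% but mean below 50%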;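 further: 0% = complete ARNT plus TACC3 wells and 100% = ARNT alone without TACC3; many hits fall short of the cut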
PAX8 reporter – lowers PAX8-driven luciferase in RMG-I cells; RMG-I TPO-luciferase reporter, SteadyGlo, 24 h; inhibition, % at 12.6 µM; 360,000 tested, 1.2% active; AID 652154;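 active means mean replicate inhibition at least 60% with every replicate also reaching 60%; inconclusive means only one of the two criteria is met; inactive means mean below 60% and not all replicates reaching 60%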;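 further: luciferase light reporting Pax8 driven TPO promoter activity; plate controls were median of neutral control wells for no effect and mitoxantrone controls for full effect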
CASP6 VEID inh – blocks human caspase-6 cleavage activity; purified caspase-6, Z-VEID-R110 cleavage fluorescence; inhibition, % at 12.5 µM; 350,000 tested, 0.53% active; AID 686996;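 active means mean inhibition across replicates at least about 35%, with every replicate also reaching that limit, limit read from the data; inconclusive means only one of the two criteria met; inactive means neither criterion met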;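 further: 0% = median of neutral control wells and 100% = no fluorescence left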
Target sequence (P55212 24-179 limits assumed): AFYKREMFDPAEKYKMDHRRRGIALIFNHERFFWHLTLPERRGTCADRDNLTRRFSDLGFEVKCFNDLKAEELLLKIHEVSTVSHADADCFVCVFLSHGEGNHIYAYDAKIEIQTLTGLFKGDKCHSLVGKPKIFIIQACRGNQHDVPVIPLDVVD
Target sequence (P55212 194-293 limits assumed): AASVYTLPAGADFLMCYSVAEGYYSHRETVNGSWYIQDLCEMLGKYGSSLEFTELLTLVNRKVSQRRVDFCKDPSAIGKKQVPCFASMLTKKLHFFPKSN
DENV2 CPE – inhibitors of DENV2 cytopathic effect | DENV2-infected cells, cytopathic effect rescue, plate reader | CPE inhibition, % at 9.99 µM | 350,000 tested, 1.7% active; in the data active means CPE inhibition above about 20%, passing the limit was not always enough; inconclusive means no clear call, values can overlap the other calls; tested in BHK-21 cells;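 further: 0% = median of neutral control wells and 100% = median of positive control wells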
Starred values were filed as active, the others as inactive; u = inconclusive; x = not tested or not shown.

1. CCc1nnc(NC(=O)c2ccc(OC)cc2)s1
2. CN(C)CC#Cc1ccc([C@H]2[C@H]3CN(C(=O)c4ccc5c(c4)OCO5)CCCCN3[C@H]2CO)cc1
3. COc1ccccc1CN1[C@@H]2CN(C(=O)c3ccc(F)cc3)c3ccccc3[C@@H]2[C@@H]1CO
4. CCCCC[C@H]1CN(Cc2ccccc2)C(=O)[C@@H]1CC(=O)NCc1ccc(OC)cc1
5. O=C(CN1CCN(Cc2ccccc2)CC1)Nc1ccc([N+](=O)[O-])cc1C(=O)Nc1ccccc1F
6. O=C1CCCC/C1=C\Nc1ccc(O)cc1

Compound,1,2,3,4,5,6
EWS-Fli inh,-53,2,10,-2,x,-10
LGR2 antag,-26,-3,20,30,26,-19
SIRT5 block,-1,13,1,2,x,3
ARNT-TACC3 inh,-3,8,-2,7,9,8
PAX8 reporter,-69,-6,12,-1,24,x
CASP6 VEID inh,2,1,-2,-1,x,6
DENV2 CPE,x,11,0,7,x,-2

7. COC(=O)[C@@]1(Cc2ccccc2)N=C(c2ccc(OCCCO)cc2)O[C@H]1c1ccccc1CN=[N+]=[N-]
8. COc1ccc(OC)c(-c2nc(CN3CCCCC3c3cccnc3)c(C)o2)c1 (centres undefined)
9. C[C@@H]1CN([C@H](C)CO)C(=O)Cc2cc(N(C)C)ccc2O[C@H]1CN(C)C(=O)Nc1ccc(C(F)(F)F)cc1
10. CN(C)CCNC(=O)C1Cc2c(-c3ccccc3Oc3ccccc3)ccnc2O1 (centres undefined)
11. Cc1cc(C)cc(N(CC(=O)NC2CCCCC2)C(=O)c2csnn2)c1
12. O=C(O)c1ccc(C=NN2CCCCCC2)cc1

Compound,7,8,9,10,11,12
EWS-Fli inh,9,3,-5,-1,-3,-17
LGR2 antag,x,-8,-6,-8,-7,-51
SIRT5 block,20*,-3,-2,-4,-2,-6
ARNT-TACC3 inh,4,2,1,x,-6,-18
PAX8 reporter,96*,9,1,x,-21,x
CASP6 VEID inh,1,0,1,1,-4,0
DENV2 CPE,-5,x,-6,8,16,-6

13. COC(=O)c1cc(S(=O)(=O)Nc2cc(OC)cc(OC)c2)c[nH]1
14. CC=Cc1ccc2n(c1=O)C[C@H]1[C@H](CO)[C@@H](C(=O)NCc3ccc(F)cc3)N(Cc3cncnc3)[C@@H]21 (mixture of isomers)
15. COc1ccccc1NS(=O)(=O)c1cc(NC(=O)c2cc(=O)[nH]c3ccccc23)ccc1N1CCOCC1
16. Nc1ccc2c(c1)Cc1cc(N)c(Cl)cc1-2
17. COc1ccc(CCNC(=O)C2CCCN2S(=O)(=O)c2ccc(F)cc2)cc1OC (centres undefined)
18. O=C(NC[C@@H]1[C@H](c2ccccc2)[C@@H](CO)N1CC1CCCC1)c1cccnc1

Compound,13,14,15,16,17,18
EWS-Fli inh,-19,1,8,-5,8,4
LGR2 antag,-3,-15,-6,-77,12,13
SIRT5 block,-2,5,2,3,-1,x
ARNT-TACC3 inh,-3,-2,-2,8,2,-1
PAX8 reporter,8,x,-19,-97,5,5
CASP6 VEID inh,-4,2,-4,-2,0,x
DENV2 CPE,12,1,u,-1,-5,-16

19. CCOc1ccc(C(C)=O)cc1COC(=O)CNC(=O)c1cccs1
20. O=C(NCC1CC1)[C@H]1[C@H](CO)[C@H]2Cn3c(ccc(-c4cccnc4)c3=O)[C@@H]1N2C(=O)C1CCCC1
21. Oc1[nH]c2ccc(Br)cc2c1N=Nc1ccc(C(F)(F)F)cn1
22. CCCC(=O)Nc1ccc2c(c1)OC[C@H](C)N(C(=O)CC1CC1)C[C@@H](C)[C@H](OC)CN(C)C2=O
23. Cc1nn(CC(=O)NNC(=S)Nc2ccccc2)c(C)c1[N+](=O)[O-]
24. COCCCNC(=O)c1nc2c(nnn2Cc2cc(C)ccc2C)c(=O)[nH]1

Compound,19,20,21,22,23,24
EWS-Fli inh,6,2,-1,5,1,x
LGR2 antag,-5,-18,10,10,-23,14
SIRT5 block,-30,-33,-1,-4,0,0
ARNT-TACC3 inh,6,x,x,1,-7,0
PAX8 reporter,-3,-3,22,-11,x,x
CASP6 VEID inh,0,-1,-1,-2,1,1
DENV2 CPE,1,3,3,8,5,-2

25. Cc1noc(C)c1NC(=O)NCC[C@H]1CC[C@@H](NC(=O)c2ccc(F)cc2)[C@@H](CO)O1
26. COc1ccc(S(=O)(=O)Nc2ccc3c(c2)CC(=O)N([C@H](C)CO)C[C@H](C)[C@H](CN(C)Cc2ccccc2)O3)cc1
27. C[C@@H]1CN([C@@H](C)CO)C(=O)c2cc(-c3cccc(C#N)c3)cnc2O[C@H]1CN(C)Cc1cccnc1
28. Cc1ccc(N2CC(C(=O)NC3CC3)CC2=O)cc1 (centres undefined)
29. COc1ccccc1NC(=O)CSc1ccc(-c2ccccn2)nn1
30. O=C1C=C(NCCOC23CC4CC(CC(C4)C2)C3)C2(CCCCC2)O1

Compound,25,26,27,28,29,30
EWS-Fli inh,2,-8,8,-8,-6,8
LGR2 antag,-7,4,9,-11,-2,5
SIRT5 block,1,-1,-19,-15,-1,0
ARNT-TACC3 inh,-5,-7,7,-1,55*,-6
PAX8 reporter,-2,-4,-29,-10,8,1
CASP6 VEID inh,-2,0,3,1,-8,-1
DENV2 CPE,8,-3,-4,3,0,10

At a glance, part of the list above:
26. COc1ccc(S(=O)(=O)Nc2ccc3c(c2)CC(=O)N([C@H](C)CO)C[C@H](C)[C@H](CN(C)Cc2ccccc2)O3)cc1
27. C[C@@H]1CN([C@@H](C)CO)C(=O)c2cc(-c3cccc(C#N)c3)cnc2O[C@H]1CN(C)Cc1cccnc1
28. Cc1ccc(N2CC(C(=O)NC3CC3)CC2=O)cc1 (centres undefined)
29. COc1ccccc1NC(=O)CSc1ccc(-c2ccccn2)nn1
30. O=C1C=C(NCCOC23CC4CC(CC(C4)C2)C3)C2(CCCCC2)O1

Compound,26,27,28,29,30
EWS-Fli inh,-8,8,-8,-6,8
LGR2 antag,4,9,-11,-2,5
SIRT5 block,-1,-19,-15,-1,0
ARNT-TACC3 inh,-7,7,-1,55*,-6
PAX8 reporter,-4,-29,-10,8,1
CASP6 VEID inh,0,3,1,-8,-1
DENV2 CPE,-3,-4,3,0,10

(next part)
31. CN(C(=O)c1cccc(NC(=O)Cc2cccc([N+](=O)[O-])c2)c1)C1CCCC1
32. CC(=O)c1cc2c(cc1NC(=O)C1CCC1)OCO2
33. Cc1ccc(-c2[nH]c3ccccc3c2SCCNC(=O)c2ccc(S(=O)(=O)N3CCOCC3)cc2)cc1
34. C[C@H]1CN([C@@H](C)CO)C(=O)c2cccc(NC(=O)C3CCOCC3)c2O[C@@H]1CN(C)S(=O)(=O)c1ccc(F)cc1
35. O=C(C[C@@H]1CC[C@H](NC(=O)c2ccncc2)[C@H](CO)O1)NCc1ccncn1
36. COc1ccc(NC(=O)Nc2ccc3c(c2)C(=O)N([C@H](C)CO)C[C@@H](C)[C@H](CN(C)Cc2ccc(Oc4ccccc4)cc2)O3)cc1

Compound,31,32,33,34,35,36
EWS-Fli inh,24,-2,33,-4,-5,-4
LGR2 antag,9,5,14,10,-1,1
SIRT5 block,x,-1,0,-1,0,2
ARNT-TACC3 inh,-18,-3,-1,-10,x,4
PAX8 reporter,30,-10,62*,3,x,-50
CASP6 VEID inh,-1,-7,-4,-1,0,1
DENV2 CPE,u,u,-1,5,-1,2

37. COc1ccc2c(c1)C(CC(C)=O)N(c1ccc(-c3cccnc3)cc1)C(c1ccsc1)=C2 (centres undefined)
38. C/C(=N\NC(=O)C1CC1c1ccccc1)c1cccs1 (centres undefined)
39. O=C(c1ccc(F)cc1)N1C[C@@H]2[C@H](c3ccccc31)[C@H](CO)N2Cc1ccc2c(c1)OCO2
40. CCCS(=O)(=O)NC(=O)C1(C)CCCN(C(=O)CSc2ccccc2)C1 (centres undefined)
41. CCCCNC(=O)NNC(=O)C1CC1(c1ccccc1)c1ccccc1 (centres undefined)
42. Cc1oc2cc3oc(=O)c(CCC(=O)NCCCN4CCCC4=O)c(C)c3cc2c1C

Compound,37,38,39,40,41,42
EWS-Fli inh,-5,-13,4,1,6,-13
LGR2 antag,-23,-11,4,9,7,-30
SIRT5 block,-5,2,2,-1,0,x
ARNT-TACC3 inh,x,-2,-1,x,4,-8
PAX8 reporter,-3,x,13,-5,0,x
CASP6 VEID inh,-5,-14,0,2,-1,0
DENV2 CPE,3,u,u,-10,5,-7

43. O=C(COC(=O)c1cc[n+]([O-])cc1)Nc1ccccc1Sc1ccccc1
44. C[C@@H]1CN([C@H](C)CO)C(=O)c2cccc(NC(=O)CCCCCC(=O)Nc3ccccc3N)c2O[C@@H]1CN(C)S(=O)(=O)c1ccc(Cl)cc1
45. O=c1ccccn1Cc1c(Cl)cccc1Cl
46. CC(C)(C)OC(=O)C[C@@H]1C/C=C\C[C@@H](CC(=O)N(CCO)Cc2ccccc2)C(=O)NC[C@@H](c2ccccc2)OC1=O
47. CNC[C@@H]1Oc2cc(-c3ccc(C)cc3)ccc2S(=O)(=O)N([C@@H](C)CO)C[C@H]1C
48. CC1=NN(C(C#N)c2ccccc2C)C(c2ccccc2)C1 (centres undefined)

Compound,43,44,45,46,47,48
EWS-Fli inh,-2,20,5,0,7,-11
LGR2 antag,7,-5,15,-7,-19,5
SIRT5 block,0,6,0,x,-3,2
ARNT-TACC3 inh,2,x,-3,-5,1,-10
PAX8 reporter,-12,x,x,13,x,11
CASP6 VEID inh,-3,1,2,1,-3,4
DENV2 CPE,1,-4,3,3,2,-3

49. CCC(=O)N1CC2(C1)CN(CC1CCCCC1)[C@H](CO)c1c2c2ccc(OC)cc2n1C
50. COCC(=O)N1[C@H](CO)[C@@H](c2ccc(-c3cccc(OC)c3)cc2)C12CN(C(C)=O)C2
51. CCOc1ccccc1C(O)C1=CC(=O)c2ccccc2C1=O (centres undefined)
52. CCOC(=O)C1=C(C)N(C)C(=S)NC1c1cccc(Cl)c1Cl (centres undefined)
53. CC(C)(C)c1cc[n+](/C(C(=S)Nc2ccccc2F)=C(/[O-])c2ccc3c(c2)OCCO3)cc1
54. O=[N+]([O-])c1cc(S(=O)(=O)C(F)(F)F)ccc1NCC1CCCO1 (centres undefined)

Compound,49,50,51,52,53,54
EWS-Fli inh,-3,-12,2,2,-14,1
LGR2 antag,-1,5,-3,3,-32,-6
SIRT5 block,3,-5,0,1,x,2
ARNT-TACC3 inh,x,x,3,-7,2,6
PAX8 reporter,10,-16,6,3,-19,-15
CASP6 VEID inh,1,-1,25,1,-3,15
DENV2 CPE,5,28*,-8,x,-2,15

55. O=C(NCc1ccco1)c1cccc(S(=O)(=O)N2CCc3ccccc32)c1
56. C/C(=N\NC(=S)Nc1ccc(C)cc1)c1cc2ccccc2o1
57. CCn1cc(C(=O)O)c(=O)c2cc(F)c(N3CCN(S(=O)(=O)c4ccc5c(c4)OCCO5)CC3)cc21
58. O=C(Nc1ncccc1O)c1ccc(Oc2ccccc2)cc1
59. CCOc1ccc(C2C(C#N)=C(N)Oc3nc[nH]c(=O)c32)cc1 (centres undefined)
60. CN(C)C(=O)CSc1ncccc1-c1nc2ccccc2[nH]1

Compound,55,56,57,58,59,60
EWS-Fli inh,-6,0,14,-44,8,2
LGR2 antag,x,-36,22,-59,1,-28
SIRT5 block,1,-5,-1,-2,5,2
ARNT-TACC3 inh,-1,x,x,6,0,-3
PAX8 reporter,-11,0,-12,-193,10,-6
CASP6 VEID inh,-1,0,0,2,0,-1
DENV2 CPE,-4,1,0,-6,8,-4

61. Nc1ccc(C2=Nc3cccc4cccc(c34)N2)cc1
62. COc1ccc(CN2CC3(CCN(C(=O)Cc4ccccc4)CC3)c3c([nH]c4cc(OC)ccc34)[C@H]2CO)cc1
63. CCOC(=O)C1(Cc2ccccc2C(F)(F)F)CCN(CCCn2cccn2)CC1
64. CN(C)CCCNC(=O)C[C@@H]1CC[C@@H]2[C@@H](COc3ccc(NC(=O)c4ccc5c(c4)OCO5)cc3C(=O)N2C)O1

Compound,61,62,63,64
EWS-Fli inh,13,24,7,-26
LGR2 antag,x,13,-10,-2
SIRT5 block,4,2,x,-6
ARNT-TACC3 inh,-2,x,-7,-3
PAX8 reporter,13,27,9,-45
CASP6 VEID inh,-5,2,0,-27
DENV2 CPE,-3,-4,-3,16

Source: PubChem BioAssay
